Source: PubChem BioAssay
ERAP1 HTS inh – human ERAP1 aminopeptidase inhibitors, primary screen, biochemical, single point, plate reader | Endoplasmic reticulum aminopeptidase 1 (Homo sapiens), Q9NZ08 | 340,000 tested, 0.15% active | recombinant ERAP1, Leu-AMC fluorescence, 60 min | inhibition, % at 10.7 µM;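 active = mean replicate inhibition of at least 30%, or all replicates individually reaching that 30% level; inactive = mean below 30% and not every replicate reaching it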;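 note: 0% = neutral control wells and 100% = L-leucinethiol positive control wells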
DENV2 CPE rescue – inhibitors of DENV2 cytopathic effect, primary screen, cell-based, plate reader, single concentration. DENV2-infected cells, cytopathic effect rescue. CPE inhibition, % at 9.99 µM. 350,000 tested, 1.7% active. AID 651640, 2012; in the data active = CPE inhibition above about 20%, passing the limit was not always enough; inconclusive = no clear call, values can overlap the other calls; tested in BHK-21 cells;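 note: 0% = median of neutral control wells and 100% = median of positive control wells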
Casp6 inh – human caspase-6 inhibitors, primary screen, biochemical, VEID-R110 fluorescence, single point, set 2; P55212; purified caspase-6, Z-VEID-R110 cleavage fluorescence; 350,000 tested, 0.53% active; AID 686996, 2013; inhibition, % at 12.5 µM;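 active = mean inhibition across replicates at least about 35%, with every replicate also reaching that limit, limit read from the data; inconclusive = only one of the two criteria met; inactive = neither criterion met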;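 note: 0% = median of neutral control wells and 100% = no fluorescence left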
Target sequence (P55212 24-179 limits assumed): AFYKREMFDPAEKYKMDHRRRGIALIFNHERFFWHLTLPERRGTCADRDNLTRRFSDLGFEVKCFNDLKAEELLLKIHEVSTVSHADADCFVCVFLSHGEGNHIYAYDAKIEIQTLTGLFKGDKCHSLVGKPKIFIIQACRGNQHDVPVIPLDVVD
Target sequence (P55212 194-293 limits assumed): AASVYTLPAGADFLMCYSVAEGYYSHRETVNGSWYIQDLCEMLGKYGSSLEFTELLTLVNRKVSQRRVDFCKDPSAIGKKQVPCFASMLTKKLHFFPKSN
ERp5 inh – inhibitors of ERp5-driven insulin aggregation, primary screen, biochemical, turbidity, absorbance 650 nm, single point; 90 min; Protein disulfide-isomerase A6 (Homo sapiens), Q15084; 350,000 tested, 0.05% active; inhibition, % at 9.99 µM;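 active = mean replicate inhibition above about 25%, with every replicate also reaching it, limit read from the data, passing the limit was not always enough; inconclusive = only one of those two criteria met; inactive = neither criterion met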
Target sequence (Q15084 whole entry, looked up): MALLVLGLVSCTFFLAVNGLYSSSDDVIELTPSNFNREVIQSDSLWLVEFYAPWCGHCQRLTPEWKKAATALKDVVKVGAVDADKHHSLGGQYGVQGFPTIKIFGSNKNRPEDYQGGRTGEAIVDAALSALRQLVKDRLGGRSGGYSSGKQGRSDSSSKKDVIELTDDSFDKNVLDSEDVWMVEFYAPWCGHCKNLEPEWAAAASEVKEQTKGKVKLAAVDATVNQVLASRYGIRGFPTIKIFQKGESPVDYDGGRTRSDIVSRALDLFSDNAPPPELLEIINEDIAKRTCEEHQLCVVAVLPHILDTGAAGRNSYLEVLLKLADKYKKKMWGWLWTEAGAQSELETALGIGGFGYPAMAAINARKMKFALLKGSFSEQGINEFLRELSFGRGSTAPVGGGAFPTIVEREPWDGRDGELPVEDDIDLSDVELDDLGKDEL
miR122 inh – miR-122 Renilla sensor signal increase in Huh7, primary screen, miR-122 inhibitor project, cell-based, single point, plate reader | Huh7 miR-122 Renilla luciferase sensor, 48 h; neutral wells = 0, positive control = 100 | activation (reporter increase), % at 12.5 µM | AID 602342, 2012 | 340,000 tested, 0.3% active;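 active = mean replicate activation score at least 90 and every replicate individually at or above 90; inconclusive = only one of the two criteria met; inactive = neither criterion met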;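 note: higher luciferase means less miR-122 activity so hits act as miR-122 inhibitors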
F508del corr – F508del CFTR correction, initial screen, CFBE line, single point; CFBE cells, YFP halide quenching; stimulated with forskolin plus potentiator P3; % fluorescence drop versus neutral controls; activity (quench increase), % at 7.58 µM; 350,000 tested, 0.36% active; AID 720511, 2013;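 active = mean added fluorescence quench of at least 8% versus neutral control, with both replicates also reaching 8%; inconclusive = only one of the mean or replicate conditions met; inactive = mean below 8% and not both replicates reaching 8%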;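 note: cells transiently co-express mutant CFTR-F508del with the halide-sensitive YFP; corrector assay measuring rescue of mutant channel to the surface after 24 h compound exposure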
SIRT5 block – SIRT5 desuccinylase inhibitors, primary screen, biochemical, fluorescence imaging, single point, set 5; NAD-dependent protein deacylase sirtuin-5, mitochondrial (Homo sapiens), Q9NXA8; 330,000 tested, 1.1% active; inhibition, % at 15 µM; Purified SirT5, succinyl-peptide AMC, trypsin-coupled fluorescence; in the data active = inhibition above about 15%; inconclusive = no clear call, values can overlap the other calls
Target sequence (Q9NXA8 whole entry, looked up): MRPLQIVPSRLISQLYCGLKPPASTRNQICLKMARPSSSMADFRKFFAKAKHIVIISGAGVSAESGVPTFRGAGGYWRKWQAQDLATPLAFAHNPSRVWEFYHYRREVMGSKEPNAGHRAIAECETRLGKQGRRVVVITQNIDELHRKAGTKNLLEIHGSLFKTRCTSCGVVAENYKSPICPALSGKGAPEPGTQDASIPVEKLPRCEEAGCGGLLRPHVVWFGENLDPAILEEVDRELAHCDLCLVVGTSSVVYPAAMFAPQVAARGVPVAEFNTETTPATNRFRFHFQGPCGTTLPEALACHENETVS
* = called active by the depositor; ? = inconclusive; · = no result given; [ ] = dose if it differs, or a comment.

Keys: A = ERAP1 HTS inh; B = DENV2 CPE rescue; C = Casp6 inh; D = ERp5 inh; E = miR122 inh; F = F508del corr; G = SIRT5 block
Cc1noc(C)c1S(=O)(=O)Nc1ccc2c(c1)C(=O)N([C@H](C)CO)C[C@@H](C)[C@H](CN(C)S(=O)(=O)c1cccs1)OCCCC[C@H](C)O2
  A = ·; B = 10; C = ·; D = ·; E = 2[16.7 µM]; F = 3.1; G = ·
CC(C)(C)C1CCC(C(=O)Nc2ccccc2)CC1 (stereo not given)
  A = 2; B = ·; C = -3; D = -10; E = 20; F = ·; G = -6
C/C(=N/OCc1ccc(Br)cc1)c1ccccn1
  A = -3; B = -4; C = 0; D = 0; E = -4; F = 3.9; G = -1
N=C1C(c2ccccc2)=C(O)CN1NC(=O)c1ccc(Cl)cc1
  A = 4; B = -5; C = 0; D = 3; E = ·; F = -0.1; G = 1
CSc1nc(SC(C)C(=O)O)c2c3c(sc2n1)COC(C)(C)C3 (stereo not given)
  A = -1; B = -5; C = -1; D = 2; E = -2; F = 0.4; G = 0
O=C(CSc1ncn(-c2ccccc2)n1)Nc1nncs1
  A = -2; B = 4; C = 1; D = -2; E = -6; F = ·; G = -2
COc1ccc(-c2cc3ccc(OC(C)C(=O)O)cc3oc2=O)cc1 (stereo not given)
  A = 29; B = 2; C = 3; D = 4; E = -6; F = -2.4; G = -105
C[C@@H]1CN([C@H](C)CO)C(=O)CCCn2nncc2CO[C@@H]1CN(C)Cc1ccccc1C(F)(F)F
  A = 3; B = ?; C = -1; D = -1; E = -3[16.7 µM]; F = 1.0; G = -3
Cc1c(Br)cnn1C(C)C(=O)N1CCN(c2ccc(F)cc2)CC1 (stereo not given)
  A = 0; B = 9; C = 0; D = 3; E = -3; F = -2.9; G = -2
O=C(N/N=C/c1ccc(OC(=O)c2ccccc2)cc1)c1cccnc1
  A = 5; B = 7; C = -4; D = 4; E = 6; F = -0.2; G = -2
C[C@H](CO)N1C[C@H](C)[C@@H](CN(C)C(=O)c2ccncc2)Oc2cc(C#Cc3ccncc3)ccc2S1(=O)=O
  A = 1; B = 5; C = 3; D = 0; E = -6[16.7 µM]; F = 2.1; G = -3
CCN(CC)CCN(C(=O)c1cc2c(ccc3ccccc32)oc1=O)c1nc2cc3c(cc2s1)OCCO3
  A = 0; B = ?; C = -48; D = 4; E = ·; F = 4.9; G = -17
CC(=O)Nc1ccc(NC(=O)c2nc(S(=O)(=O)Cc3cccc(C)c3)ncc2Cl)cc1
  A = -3; B = 8; C = ·; D = -6; E = ·; F = 6.6; G = -2
C[C@@H]1CN([C@H](C)CO)C(=O)c2cccc(NS(=O)(=O)c3cccs3)c2O[C@H]1CN(C)S(=O)(=O)c1ccc(F)cc1
  A = 2; B = -6; C = 1; D = 2; E = 0[16.7 µM]; F = 2.8; G = -4
CCN(CC)C(=O)Cc1c(O)c2ccccc2[nH]c1=O
  A = 0; B = 2; C = -1; D = -2; E = 5; F = -5.2; G = -1
Cc1ccc(S(=O)(=O)N2CCC(C(=O)NCCCN3CCCC3=O)CC2)cc1
  A = -2; B = ?; C = 0; D = 5; E = 6; F = 1.5; G = ·
C[C@@H]1CN([C@@H](C)CO)C(=O)c2cc(NS(=O)(=O)c3cn(C)cn3)ccc2O[C@@H](C)CCCCO[C@H]1CN(C)C(=O)Cc1ccccc1
  A = -2; B = -5; C = -1; D = 0; E = -1[16.7 µM]; F = -3.1; G = 17*
Cc1ccc(S(=O)(=O)N(C)C[C@H]2Oc3c(NC(=O)Nc4ccc(C(F)(F)F)cc4)cccc3C(=O)N([C@H](C)CO)C[C@@H]2C)cc1
  A = -1; B = ?; C = -6; D = -4; E = 12[16.7 µM]; F = 1.3; G = -1
O=C(O)CN1CCNCCN(CC(=O)O)CCNCC1
  A = 6; B = 20; C = -12; D = -7; E = -2; F = -1.5; G = ·
O=C(C[C@H]1CC[C@@H]2[C@H](COC[C@H](O)CN2Cc2cccc(-c3ccncc3)c2)O1)N1CCCCC1
  A = 1; B = 0; C = 0; D = -1; E = -1[16.7 µM]; F = -2.3; G = -4
C[C@@H](C(=O)Nc1ccc(SC(F)F)cc1)N1C(=O)C2CCCCC2C1=O (stereo not given in full)
  A = -2; B = 3; C = -3; D = 3; E = -4; F = 0.6; G = ·
C=C(C)C(=O)Oc1ccc(N=Nc2ccc(C)cc2)ccc1=O
  A = 1; B = 0; C = 80*; D = -2; E = -11; F = 3.4; G = 5
Cc1ccc(C(=O)N/C(=C\c2ccc(Cl)cc2)C(=O)NCC2CCCO2)cc1 (stereo not given)
  A = 1; B = -1; C = -2; D = 2; E = 16; F = 0.7; G = -5
COC(=O)c1ccccc1NC(=O)CSc1nc(-c2ccco2)cc(C(F)(F)F)n1
  A = 4; B = 5; C = 0; D = 2; E = 36; F = -1.5; G = -1
CN1CC(=O)N(CC(=O)N2CCC(Cc3ccccc3)CC2)C1=O
  A = -1; B = 4; C = -5; D = 1; E = 2; F = -0.1; G = -5

Structures above shown as hits in SIRT5 block.
Keys: A = ERAP1 HTS inh; B = DENV2 CPE rescue; C = Casp6 inh; D = ERp5 inh; E = miR122 inh; F = F508del corr; G = SIRT5 block
C[C@@H]1CN([C@@H](C)CO)C(=O)c2cc(NS(=O)(=O)c3cn(C)cn3)ccc2O[C@@H](C)CCCCO[C@H]1CN(C)C(=O)Cc1ccccc1
  A = -2; B = -5; C = -1; D = 0; E = -1[16.7 µM]; F = -3.1; G = 17*

Continued.
Keys: A = ERAP1 HTS inh; B = DENV2 CPE rescue; C = Casp6 inh; D = ERp5 inh; E = miR122 inh; F = F508del corr; G = SIRT5 block
S=c1[nH]nc(Cn2nnc3ccccc32)n1-c1ccccc1
  A = -2; B = 9; C = 13; D = 1; E = ·; F = 3.6; G = ·
CS(=O)(=O)N1CC(=O)N2[C@H](CO)[C@H](c3ccc(C#CC4CCCC4)cc3)[C@H]2C1
  A = ·; B = 8; C = ·; D = 11; E = ·; F = 0.4; G = 2
CCN1CCN(C(=O)c2cc(S(=O)(=O)N3CC(C)CC(C)C3)ccc2Cl)CC1 (stereo not given)
  A = 0; B = 0; C = 0; D = -5; E = ·; F = 4.2; G = 5
O=C(c1ccc(Br)s1)N1CCN(c2ccccn2)CC1
  A = -1; B = -1; C = -4; D = -3; E = 5; F = -2.2; G = 0
Cc1ccc(C(CC(=O)O)C2CCOC(C)(C)C2)cc1 (stereo not given)
  A = -5; B = 2; C = -2; D = 5; E = 1; F = 1.8; G = 2
O=C(Nc1ccccc1)C1Cc2c(-c3cccc(F)c3)ccnc2O1 (stereo not given)
  A = 0; B = 16; C = 12; D = -8; E = -1; F = -2.3; G = 2
CCc1noc(C)c1C(=O)N(CCC(C)C)c1c(N)n(Cc2ccccc2)c(=O)[nH]c1=O
  A = -2; B = -3; C = -3; D = 0; E = 0; F = 2.2; G = 0
COc1ccccc1CNC(=O)CCNC(=O)c1ccco1
  A = -7; B = 6; C = 0; D = -4; E = ·; F = 0.1; G = 1
O=c1[nH]cnc2c1ncn2C1OC(CO)C(O)C1O (stereo not given)
  A = -1; B = ?; C = ·; D = 0; E = -2; F = -1.2; G = 0
COC(=O)c1ccc(OCC(=O)c2ccc(C)c(C)c2)cc1
  A = 0; B = ?; C = 1; D = -2; E = ·; F = ·; G = 1
O=C(Nc1ccccc1F)N1CCC(NC(=O)C23CC4CC(CC(C4)C2)C3)CC1
  A = 1; B = -1; C = 1; D = -7; E = -3; F = 0.5; G = -4
C[C@H](CO)N1C[C@H](C)[C@H](CN(C)C)OCCCC[C@H](C)Oc2ccc(NS(C)(=O)=O)cc2C1=O
  A = 2; B = 0; C = 0; D = 5; E = -8[16.7 µM]; F = -1.0; G = 1
O=C(CCC(=O)N(CC(=O)NC1CCCCC1)Cc1ccc(F)cc1)Nc1nccs1
  A = -3; B = 10; C = -1; D = 1; E = ·; F = -0.4; G = 1
CC(C)(C)c1ncc(S(=O)(=O)c2ccc(C(F)(F)F)cn2)c(N)n1
  A = -1; B = 0; C = -2; D = 0; E = ·; F = -0.7; G = 0
Cc1ccc2c(c1)N(C(=O)CCC(=O)NCCCN1CCN(C)CC1)CCO2
  A = 3; B = 9; C = -14; D = 6; E = -5; F = 0.3; G = -2
CCOc1cc(/C=C2/C(=O)ON=C2C)ccc1O
  A = 3; B = -7; C = 0; D = -1; E = -2; F = 1.8; G = -3
Cc1onc(-c2ccccc2)c1C(=O)N/N=C/c1ccc(O)c([N+](=O)[O-])c1
  A = 1; B = 1; C = 2; D = -2; E = ·; F = 4.9; G = 2
NC(=O)CC(NC(=O)Cc1cccc2ccccc12)c1ccc(NC2CCN(Cc3ccccc3)CC2)c([N+](=O)[O-])c1 (stereo not given)
  A = 7; B = 20; C = 4; D = -3; E = -5; F = 1.6; G = -1
O=C(NNC(=O)c1nn(-c2ccc(F)cc2)ccc1=O)c1ccccc1Cl
  A = -1; B = -1; C = 0; D = 1; E = 3; F = -0.5; G = 1
O=C(COc1ccccc1)Nc1ccc(N2CCN(C(=O)c3cccs3)CC2)cc1
  A = 3; B = 22*; C = 2; D = -1; E = -10; F = 0.1; G = -4
COc1ccc2c3c([nH]c2c1)[C@@H](CO)N(Cc1ccccc1F)CC31CCN(C(=O)C2CC2)CC1
  A = -9; B = 4; C = 2; D = 2; E = ·; F = -1.0; G = -3
CCCC(O)C#Cc1cnc2c(c1)C(=O)N([C@H](C)CO)C[C@H](C)[C@H](CN(C)Cc1cccc(C(F)(F)F)c1)O2 (stereo not given in full)
  A = -2; B = 0; C = 0; D = 4; E = -4[16.7 µM]; F = 0.4; G = 8
CC(NC(=O)COC(=O)c1ccc2c(=O)n3c(nc2c1)CCCCC3)c1ccccc1 (stereo not given)
  A = 2; B = -8; C = -2; D = -12; E = ·; F = -4.2; G = -5
O=C(C1CCC1)N1CC(=O)N2[C@H](CO)[C@@H](c3ccc(Br)cc3)[C@H]2C1
  A = -1; B = -3; C = 0; D = 2; E = ·; F = 3.5; G = -5
O=C(CSc1nnc(NC(=O)C2CC(=O)N(c3ccc(F)cc3)C2)s1)NCc1ccco1 (stereo not given)
  A = 1; B = 3; C = 7; D = 1; E = -1; F = 1.4; G = 0
CCOC(=O)C1CCN(C(=O)C2(NC(=O)Nc3cccc(F)c3)CCCCC2)CC1
  A = 1; B = 16; C = 1; D = 1; E = ·; F = ·; G = -1
O=C(C[C@H]1CC[C@H](NC(=O)Cc2cccnc2)[C@H](CO)O1)NCc1ccc2c(c1)OCO2
  A = ·; B = ?; C = ·; D = 0; E = 6[16.7 µM]; F = -1.6; G = -4
Cc1noc(C)c1S(=O)(=O)Nc1ccc2c(c1)C(=O)N([C@H](C)CO)C[C@H](C)[C@@H](CN(C)C(=O)c1ccccc1)OCCCC[C@H](C)O2
  A = 3; B = 7; C = 0; D = -2; E = 0[16.7 µM]; F = -2.8; G = 1
O=C(COC(=O)c1ccc([N+](=O)[O-])cc1)NC12CC3CC(CC(C3)C1)C2
  A = 5; B = -5; C = -1; D = 1; E = -1; F = -1.6; G = 0
O=C(Cc1cccc(F)c1)Nc1ccc2c(c1)CCC2
  A = -1; B = -2; C = 1; D = 0; E = 2; F = -3.9; G = -4
CCOC(=O)C1(C)CCN1C(=O)COc1ccc(C(C)(C)C)cc1 (stereo not given)
  A = -3; B = -5; C = 2; D = 5; E = 3; F = -0.6; G = -4
CCC(C)NC(=O)c1cccc(OCc2c(C)noc2C)c1 (stereo not given)
  A = -2; B = 0; C = 2; D = -1; E = ·; F = ·; G = -1

Some of these compounds in order of their number in F508del corr, lowest first:
structure | F508del corr
O=C(Cc1cccc(F)c1)Nc1ccc2c(c1)CCC2 | -3.9
Cc1noc(C)c1S(=O)(=O)Nc1ccc2c(c1)C(=O)N([C@H](C)CO)C[C@H](C)[C@@H](CN(C)C(=O)c1ccccc1)OCCCC[C@H](C)O2 | -2.8
O=C(C[C@H]1CC[C@H](NC(=O)Cc2cccnc2)[C@H](CO)O1)NCc1ccc2c(c1)OCO2 | -1.6

This is a random part of the collection; overall some 4% were active at least once.
